ST2 inh: inhibitors of human ST2 (IL1RL1) binding to IL-33, primary screen, biochemical, AlphaLISA; Interleukin-1 receptor-like 1 (Homo sapiens), Q01638; AlphaLISA ST2-Fc/biotin-IL-33 interaction, 1 h; inhibition, % for hits at 17 µM; actives 2.3% (n = 78,000); in the data active means inhibition above about 30%; inconclusive means mostly about 10% to 28%
Target sequence (Q01638 whole entry, looked up): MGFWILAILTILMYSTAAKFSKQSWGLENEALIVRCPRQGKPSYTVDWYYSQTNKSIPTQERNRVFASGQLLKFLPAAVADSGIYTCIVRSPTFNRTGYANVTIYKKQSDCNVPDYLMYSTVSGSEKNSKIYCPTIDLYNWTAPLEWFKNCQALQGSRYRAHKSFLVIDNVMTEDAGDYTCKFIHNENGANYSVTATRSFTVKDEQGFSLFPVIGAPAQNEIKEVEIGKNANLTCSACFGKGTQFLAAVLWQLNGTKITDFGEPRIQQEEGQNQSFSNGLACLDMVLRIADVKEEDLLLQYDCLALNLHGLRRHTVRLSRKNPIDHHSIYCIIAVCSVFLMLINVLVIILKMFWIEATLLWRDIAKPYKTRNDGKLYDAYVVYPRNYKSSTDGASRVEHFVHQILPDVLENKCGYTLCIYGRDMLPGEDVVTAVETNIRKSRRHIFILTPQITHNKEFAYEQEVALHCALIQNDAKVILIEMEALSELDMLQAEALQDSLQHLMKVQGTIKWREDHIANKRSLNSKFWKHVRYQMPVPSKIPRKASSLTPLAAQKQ
An asterisk follows results filed as active; i = inactive; u = inconclusive. An excerpt (hit frequency here may not be typical).

SMILES | ST2 inh
CCC1(C)CC(c2csc(N)n2)CCO1 (stereo unspecified) | i
COc1ccc(-c2cc(C(=O)N3CC4(C)CC3CC(C)(C)C4)no2)cc1OC (stereo unspecified) | i
COc1ccc2[nH]cc(C(=O)c3ccc(Cl)cc3)c(=O)c2c1 | i
COc1ccc(NC(=O)c2cc(C3CC3)on2)cc1 | u
COc1ccccc1C(=O)Nc1cccc(-c2nc3cc(C)ccc3o2)c1C | i
Cc1cccc(-c2noc([C@@H]3C[C@@H](O)CN3Cc3ccccn3)n2)c1 | u
N#Cc1c2nc[nH]c(=O)c2c2n1CCC2 | i
O=S(=O)(c1ccccc1)c1nc(-c2ccccc2)oc1NCc1ccco1 | i
CC(=O)Nc1ccc(CN2CCN(c3ccccc3C)CC2)cc1 | i
O=C(Cn1c2ccccc2c(=O)c2ccccc21)Oc1ccccc1F | i
CC#C[C@]1(O)CC[C@H]2[C@@H]3CCC4=CC(=O)CCC4=C3[C@@H](c3ccc(N(C)C)cc3)C[C@@]21C | u
COCC1(C(=O)NCc2ccc(-c3ccccn3)s2)CCC1 | i
O=C(N[C@H]1C[C@H]2C(=O)NC[C@@H](CCC(=O)N3CCN(c4ccccn4)CC3)N2C1)C1CC1 | i
COc1cccc2c1OCC(C(=O)NC1CCC(n3cnnc3)CC1)C2 (stereo unspecified) | u
Cc1ccccc1C1=N/C(=C\c2ccc([N+](=O)[O-])cc2)C(=O)O1 | i
O=C(CSc1ncc(-c2ccccc2)[nH]1)Nc1nc(-c2ccc(Br)cc2)cs1 | i
O=C(c1cccc(S(=O)(=O)N2CCc3ccccc3C2)c1)N1CCN(c2ccccc2)CC1 | i
O=S(=O)(O)c1ccc(Nc2ccccc2)cc1 | i
Cc1cccc(C(C)C)c1NC(=O)c1ccc(Br)cc1 | i
COc1cccc(C2CCCN2Cc2nc(-c3ccc(OC)c(OC)c3OC)no2)c1 (stereo unspecified) | i

Six compounds picked at random from those above, as already listed:
SMILES | ST2 inh
Cc1cccc(C(C)C)c1NC(=O)c1ccc(Br)cc1 | i
O=S(=O)(c1ccccc1)c1nc(-c2ccccc2)oc1NCc1ccco1 | i
CC#C[C@]1(O)CC[C@H]2[C@@H]3CCC4=CC(=O)CCC4=C3[C@@H](c3ccc(N(C)C)cc3)C[C@@]21C | u
COCC1(C(=O)NCc2ccc(-c3ccccn3)s2)CCC1 | i
O=C(N[C@H]1C[C@H]2C(=O)NC[C@@H](CCC(=O)N3CCN(c4ccccn4)CC3)N2C1)C1CC1 | i
COc1ccc(NC(=O)c2cc(C3CC3)on2)cc1 | u

(further entries)
SMILES | ST2 inh
CC(C)(C)c1cc(CN2CCCC(N3CCCC3=O)C2)[nH]n1 (stereo unspecified) | i
CCc1cccc(NC(=O)CCC(=O)NC(C)c2ncn[nH]2)c1 (stereo unspecified) | i
CCOC(=O)C1CCN(C(=O)c2cc3c(=O)n4ccccc4nc3n2C)CC1 | i
O=C(CC[C@@H]1CNC(=O)[C@@H]2C[C@H](NC(=S)Nc3ccc(Cl)cc3)CN12)NC1CC1 | i
Cc1ccc2c(c1)NC(c1ccc(F)cc1)C1=C(CC(c3ccccc3)CC1=O)N2 (stereo unspecified) | i
N#Cc1ccccc1NC(=O)Nc1ccc(Cl)cc1 | i
O=C(c1cn(CCCc2ccccc2)nn1)N1CCN(C2CCCC2)C(=O)C1 | u
COC(=O)CCN1CCOC(Cc2cccc3ccccc23)C1 (stereo unspecified) | i
Cc1ccc(C(=O)n2nc(C)c(Sc3ccccc3)c2C)cc1 | i
COCCn1c(CNS(=O)(=O)c2ccc(F)c(Cl)c2)nc2cccnc21 | i
O=C(c1ccc(C(=O)N2CCc3ccccc32)cc1)N1CCc2ccccc21 | i
CC(=O)Nc1ccc(S(=O)(=O)Nc2ccc(Cl)cc2C)cc1 | i
O=C(NCC1CCCN(Cc2ccccc2O)C1)C1(c2ccc(Cl)cc2)CC1 (stereo unspecified) | i
O=C1c2ccc(F)cc2C(=O)N1c1ccccc1F | i
COc1cc(C2C(C#N)=C(N)Oc3n[nH]c(C(C)(C)C)c32)ccc1O (stereo unspecified) | i
O=C(NCCc1ccccc1)c1cccc(Br)c1 | i
CS(=O)(=O)c1nc(-c2ccccc2)cc(C(F)(F)F)n1 | i
CC1CC(=O)c2c(cc3c(-c4c(O)cc(O)c5c(O)c6c(cc45)OC(C)CC6=O)c(O)cc(O)c3c2O)O1 (stereo unspecified) | u
Cc1oc(-c2ccc(Cl)cc2)nc1CSCC(=O)NC1CCCCCC1 | i
COc1cc(CNC(=O)C2CCCN2c2nnc(N3CCCC3=O)s2)cc(OC)c1OC (stereo unspecified) | i

Given as labelled records: entries from further up.
O=C(c1cn(CCCc2ccccc2)nn1)N1CCN(C2CCCC2)C(=O)C1
  ST2 inh: u
CC1CC(=O)c2c(cc3c(-c4c(O)cc(O)c5c(O)c6c(cc45)OC(C)CC6=O)c(O)cc(O)c3c2O)O1 (stereo unspecified)
  ST2 inh: u
O=C(NCC1CCCN(Cc2ccccc2O)C1)C1(c2ccc(Cl)cc2)CC1 (stereo unspecified)
  ST2 inh: i
Cc1ccc2c(c1)NC(c1ccc(F)cc1)C1=C(CC(c3ccccc3)CC1=O)N2 (stereo unspecified)
  ST2 inh: i

Part of the list above, field by field.
Cc1cccc(-c2noc([C@@H]3C[C@@H](O)CN3Cc3ccccn3)n2)c1
  ST2 inh = u

COc1ccccc1C(=O)Nc1cccc(-c2nc3cc(C)ccc3o2)c1C
  ST2 inh = i

Cc1ccccc1C1=N/C(=C\c2ccc([N+](=O)[O-])cc2)C(=O)O1
  ST2 inh = i

COc1cc(C2C(C#N)=C(N)Oc3n[nH]c(C(C)(C)C)c32)ccc1O (stereo unspecified)
  ST2 inh = i

Continuation:
SMILES | ST2 inh
CN(C(=O)c1noc2c1CCCC2)c1ccccc1 | i
COc1ccccc1NC(=O)c1cnn(-c2ccccc2)c1C1CCNCC1 | u
CN1C(=O)CC(C(=O)Nc2ccccc2F)SC1=Nc1ccc(Br)cc1 (stereo unspecified) | i
COCC(=O)NCCSc1c(C)[nH]c2ccccc12 | u
Cc1cc(C(=O)N2CCC(n3nccc3NC(=O)Nc3ccccc3Cl)CC2)c(C)o1 | i
O=C(Nc1ccc(C(F)(F)F)cc1)C(NS(=O)(=O)c1cccs1)c1ccccc1 (stereo unspecified) | i
NC(=O)c1cccc(CC2CCN(C(=O)c3cc(=O)c4ccccc4o3)C2)c1 (stereo unspecified) | u
CCOC(=NC(=NS(C)(=O)=O)c1ccccc1)SC | i
CCCNC(=O)C1(O)c2cc(Br)ccc2NC(=O)N1c1ccc(OC)cc1OC (stereo unspecified) | i
CCN(CC)c1ncnc2c1ncn2[C@@H]1O[C@H](CO)[C@@H](O)[C@H]1O | i
O=c1c2ccccc2cnn1CCOCCOc1ccccc1 | i
CSc1nc2nc3c(cc2c(=O)n1-c1ccccc1C)COC(C)(C)C3 | i
Cc1cccc(Cc2nnc(CCC(=O)N3CCCC3c3ccc(F)cc3)o2)c1 (stereo unspecified) | u
COc1ccc(C(=O)Nc2ccccc2-c2ccccc2NC(=O)c2ccc(OC)cc2)cc1 | i
O=C(CN1CCCC(OCc2ccccn2)C1)Nc1nc2ccccc2[nH]1 (stereo unspecified) | i
CC1CC(=O)C2=C(C1)OC(N)=C(C#N)C2c1cc(Br)cs1 (stereo unspecified) | i
CCCn1c(C(C)NC(C)=O)nc2ccccc21 (stereo unspecified) | u
CNC(=O)C(=O)NCC1(c2ccccc2)CCCC1 | i
c1cc(CN2CCC(c3ccnc(-c4ccncc4)c3)C2)n(-c2nccs2)c1 (stereo unspecified) | i
COc1ccc(Nc2cc(C)nc(Nc3ccc(NC(=O)CC(C)C)cc3)n2)cc1 | i
O=C(Nc1c(C(=O)Nc2cccc(F)c2)oc2ccccc12)c1ccc(F)c(F)c1 | i
Oc1cccc(C2c3[nH]c4ccccc4c3CCN2Cc2cnn(-c3ccccc3)c2)c1 (stereo unspecified) | u
CCN1CCN(Cc2ccc(N(CC)CC)cc2)CC1 | 58.0%*
O=C(NC1CCCCC1)c1cc(-c2ccc(Cl)c(Cl)c2)on1 | i
Oc1ccccc1C1=Nc2ccccc2N=C(c2ccccc2)C1 | i
Oc1ccc(C=NCC2COc3ccccc3O2)cc1 (stereo unspecified) | i
CCOc1ccccc1C1C(C#N)=C(N)Oc2n[nH]c(-c3ccc(OC)cc3)c21 (stereo unspecified) | i
CCOc1ccc(N2C(=O)C3C(C2=O)[C@H]2C=C[C@@H]3CC2)cc1 (stereo partly specified) | i
CN(C)CCNC(=O)C1CCC(=O)N1Cc1ccccc1Cl (stereo unspecified) | u
O=c1/c(=C/c2ccncc2)sc2n1CN(c1ccc3c(c1)OCO3)CN=2 | i
CN(CCCNC(=O)Cn1nc(-c2ccccc2)ccc1=O)Cc1ccccc1 | i
Cc1nn(Cc2ccc(F)cc2)c(C)c1NC(=O)c1noc2c1CCCCC2 | u
COc1ccc(N2CN=c3s/c(=C\c4ccccn4)c(=O)n3C2)cc1 | 32.0%*
Brc1c(CSc2nnnn2-c2ccccc2)nc2ncccn12 | i
O=C(c1ccc(F)cc1)N(Cc1ccccc1)Cc1ccccc1 | i
CCc1oc2cc(OCC(=O)OC)ccc2c(=O)c1-c1ccc2c(c1)OCCO2 | i
CCCCCCCCCCCCCCCCCC(=O)NCC(COP(=O)([O-])OCC[N+](C)(C)C)OCC (stereo unspecified) | u
C=CCn1cc(CNC(CC)c2ccnn2C)c(C)n1 (stereo unspecified) | u
CCn1c(C2CCN(CC3CCN(CCOC)CC3)CC2)nn(C)c1=O | i
CCc1nc2nc(C)[nH]n2c(=O)c1NC(=O)Nc1ccc(F)c(Cl)c1 | u
CCN(CC)/C(=C/C(=O)c1cccc([N+](=O)[O-])c1)c1ccccc1 | u
CCOc1ccc(/C=C/c2nc3ccccc3[nH]2)cc1 | u
O=[N+]([O-])c1ccc(OCCCCN2CCOCC2)cc1 | i
CN1CC(c2ccccc2)OC1=O (stereo unspecified) | u
Cc1ccsc1[C@@H]1CCN(C(=O)COc2ccc3c(c2)OCO3)C[C@H]1O | i
CC(C)CN1CCCN(C(=O)c2ccc(Cn3cnnn3)cc2)CC1 | u
CCCC(=O)c1cc(F)c(N2CCN(C(=O)c3ccc(F)cc3)CC2)cc1C | i
N#Cc1c(NC(NC(=O)c2cccs2)C(=O)c2ccccc2)sc2c1CCCC2 (stereo unspecified) | u
CCOC(=O)C1C(=O)C=C(c2ccc(OC)c(OC)c2)CC1c1ccccc1OCC (stereo unspecified) | i
Cc1ccc(C)c(OCC(=O)NCc2cccnc2)c1 | i
Cn1c(=O)c2c(nc(NCCCO)n2Cc2ccccc2Cl)n(C)c1=O | u
CC(C)C1CN(Cc2cccnc2)CCC(=O)N1Cc1ccc(F)cc1 (stereo unspecified) | u
O=C(Nc1ccc2nsnc2c1)N1CCC(c2ccccc2)C1 (stereo unspecified) | i
N#CC1=C(N)Oc2n[nH]c(-c3ccc(Cl)cc3)c2C12C(=O)N(CC(=O)O)c1ccccc12 (stereo unspecified) | i
c1ccc(OCc2noc(-c3ccc(NCc4ccon4)nc3)n2)cc1 | u
Nc1nnc(-c2ccccc2)o1 | i
COc1ccc(C(=O)Nc2cccc(-c3nc4ncccc4o3)c2)cc1Cl | i
CCC(C(Nc1ccccc1)c1ccccc1)[N+](=O)[O-] (stereo unspecified) | i
c1ccc2c(c1)ccn2CCCNC1CCCNC1 (stereo unspecified) | u
Cc1cc(NC(=O)CCCn2nc(C)c([N+](=O)[O-])c2C)no1 | u

Next structures:
SMILES | ST2 inh
O=c1oc2ccc(NS(=O)(=O)c3cccs3)cc2s1 | i
Cc1cccc2cc(C3CC(c4cccs4)=NN3C(=O)CCC(=O)O)c(Cl)nc12 (stereo unspecified) | u
Cc1cccc(C(=O)Nc2c(-c3ccc(F)cc3)nc3ccccn23)c1 | i
Cc1ccc(-c2nc(CNC(=O)c3cccnn3)[nH]c2-c2ccccn2)cc1 | u
COc1ccccc1CN(Cc1cccnc1)Cc1nccs1 | i
Cc1cc(C)cc(OCC(=O)Nc2ccccc2I)c1 | u
Cc1ccc(C(=O)N(C)Cc2ccccc2)cc1[N+](=O)[O-] | i
Cc1sc2ncn(CC(=O)NCC(=O)N3CCN(c4ccc(F)cc4)CC3)c(=O)c2c1C | i
CN1C[C@@H](NC(=O)C2CC2)C[C@H]1c1nc(-c2ccc(OC(F)(F)F)cc2)no1 | i
COc1ccccc1CN1CCN(Cc2cc(OC)c(OC)c(OC)c2)CC1 | i
O=C(Nc1cccc(F)c1)N1C[C@@H]2C[C@H](C1)c1ccc(-c3cc4ccccc4s3)c(=O)n1C2 | i
O=C(O)CCC(=O)Nc1ccc(Cc2ccc(NC(=O)CCC(=O)O)cc2)cc1 | i
COc1ccc(Nc2cc(C)nc(Nc3ccc(NC(=O)CC4CCCC4)cc3)n2)cc1 | 30.0%*
O=[N+]([O-])c1ccc(-c2cnc3ccccc3n2)cc1 | 31.0%*
CC1=C[C@@H](CNCCN2CCOCC2)[C@H](C(C)C)C[C@H]1Cc1nnc(-c2cncn2C)o1 | i
COC1=CC(=O)OC(CCc2ccc(OC)c(OC)c2)C1 (stereo unspecified) | u
O=C(CSc1nc2c([nH]c3ccccc32)c(=O)n1-c1ccc(Cl)cc1)Nc1nccs1 | 31.0%*
O=C(O)c1ccc(-c2ccc(Cl)cc2)o1 | u
CC(=O)NCc1nc2ccccc2n1C(C)C | i
CC(C)C(C)N(CCn1c(=O)oc2ccccc21)Cc1ccco1 (stereo unspecified) | u
O=C(NCCCN1CCCCCC1)C1C2C=CC3(CN(Cc4cccs4)C(=O)C13)O2 (stereo unspecified) | i
CN1CC(=O)N2C[C@@H](NS(=O)(=O)NCc3ccccc3)C[C@H]2C1=O | i
COc1ccc(S(=O)(=O)NC2CC2)cc1OC | i
Cc1cnn(Cc2ccccc2Cl)c1NC(=O)c1ncc(F)cc1F | u
CCCc1ccc(CN2CCCC(c3nn(C)c(=O)n3CC)C2)o1 (stereo unspecified) | i
CCOc1ccc(CN2CCCn3cncc3C2)cc1CO | i
O=C1c2ccccc2C(=O)N1CN(CN1C(=O)c2ccccc2C1=O)C1CC1 | i

Compound activity (PubChem BioAssay)
